# Compound activity: PubChem, several laboratories
# PLK1 PBD inh: inhibitors of human Plk1 polo box domain binding; P53350; Plk1 PBD phosphopeptide binding, fluorescence polarization; inhibition, %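 (tested at about 20 µM)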; 97,000 compounds, 0.13% hits; AID 693; in the data active = inhibition above about 34%, passing the limit was not always enough
# PLAP activator: activates human placental alkaline phosphatase. 96,000 compounds, 1.2% hits. activation fold at 20 µM. AID 696. purified PLAP enzyme, luminescent substrate read-out; active compounds read high; in the data active = activation fold above about 2
# S1P2 blocker: antagonists of human S1P2 receptor | O95136 | cell-based S1P2 antagonist assay, inhibition at 5 uM | inhibition, % at 5 µM | 97,000 compounds, 0.21% hits; in the data active = inhibition above about 45%;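 note: CRE beta-lactamase reporter cells expressing human S1P2 stimulated with S1P; 0% = agonist at EC80 alone and 100% = agonist plus reference antagonist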
# PLK1 inh: inhibitors of human PLK1 kinase; recombinant PLK1 kinase, TR-FRET peptide phosphorylation; 97,000 compounds, 0.53% hits; P53350; inhibition, % at 10 µM;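 active = inhibition of 50% or more in the single-concentration screen; inactive = inhibition below 50%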;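 note: 0% = DMSO max control and 100% = H-89 dihydrochloride min control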
# FAK inh: FAK (human) kinase inhibition; biochemical FAK kinase activity assay; inhibition, %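 (tested at 7 µM)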; 97,000 compounds, 0.84% hits; in the data active = inhibition above about 19%;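 note: 0% = DMSO and 100% = reference compound high control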
# EphB4 ephrin blk: blocks human EphB4 binding to ephrin-B2; P54760; EphB4 LBD / TNYL-RAW-Alexa532 peptide, fluorescence polarization; inhibition, % at 7 µM; 97,000 compounds, 0.15% hits; AID 720;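 active = inhibition above the screen-wide mean inhibition plus 3 SD, cut at about 15% in these data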;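 note: 0% = DMSO wells and 100% = excess unlabeled TNYL-RAW peptide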
# Target sequence (P54760 whole entry, looked up, the tested form may be a part): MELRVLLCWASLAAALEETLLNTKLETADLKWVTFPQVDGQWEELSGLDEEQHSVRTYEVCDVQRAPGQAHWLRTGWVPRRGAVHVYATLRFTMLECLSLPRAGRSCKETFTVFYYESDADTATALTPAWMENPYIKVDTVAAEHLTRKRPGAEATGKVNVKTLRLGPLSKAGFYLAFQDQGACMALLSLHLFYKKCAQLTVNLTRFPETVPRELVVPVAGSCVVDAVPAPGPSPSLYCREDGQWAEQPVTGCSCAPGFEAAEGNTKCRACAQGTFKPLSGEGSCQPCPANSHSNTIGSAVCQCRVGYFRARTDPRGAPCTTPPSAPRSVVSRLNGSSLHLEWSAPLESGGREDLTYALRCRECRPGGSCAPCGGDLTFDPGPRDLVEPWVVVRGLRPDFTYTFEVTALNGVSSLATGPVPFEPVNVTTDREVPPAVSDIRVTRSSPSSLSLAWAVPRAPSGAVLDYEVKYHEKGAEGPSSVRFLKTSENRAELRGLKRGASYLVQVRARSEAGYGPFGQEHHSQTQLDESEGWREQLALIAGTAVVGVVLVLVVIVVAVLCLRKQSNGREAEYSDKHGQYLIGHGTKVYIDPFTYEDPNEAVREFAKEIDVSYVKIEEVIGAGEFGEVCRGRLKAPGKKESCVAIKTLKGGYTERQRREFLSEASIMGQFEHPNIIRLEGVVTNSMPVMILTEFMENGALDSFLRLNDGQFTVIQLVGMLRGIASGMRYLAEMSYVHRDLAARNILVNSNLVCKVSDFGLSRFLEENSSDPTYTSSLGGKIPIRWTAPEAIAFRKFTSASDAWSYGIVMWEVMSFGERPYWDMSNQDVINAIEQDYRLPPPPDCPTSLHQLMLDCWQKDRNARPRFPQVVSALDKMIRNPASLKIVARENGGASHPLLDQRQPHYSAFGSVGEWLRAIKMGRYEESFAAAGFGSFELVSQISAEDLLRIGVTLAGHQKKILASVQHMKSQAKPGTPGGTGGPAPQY
# S1P2 ag: activates the human S1P2 receptor. activation, % at 4.5 µM. S1P2-expressing cell line, agonist reporter read-out. O95136. 97,000 compounds, 0.46% hits; in the data active = activation above about 16%;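 note: 0% = vehicle low control and 100% = maximal reference agonist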
# MT1-MMP txn act: MT1-MMP promoter transcription activation; activation factor at 10 µM; 86,000 compounds, 0.16% hits; HT1080 MT1-MMP promoter luciferase reporter, luminescence, overnight; active compounds read high;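 active = activation factor of at least 2 for MT1-MMP transcription at 10 µM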
# Rev-RRE block: HIV Rev-RRE protein-RNA interaction inhibition; P05866; Rev peptide-RRE RNA binding, FRET; inhibition, % at 8 µM; 97,000 compounds, 0.79% hits;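 active = inhibition above the screen-wide mean plus 3 SD, cut at about 35% in these data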;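 note: 0% = median DMSO wells and 100% = median Neomycin B control wells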
#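 Test system: Cy5-tagged RRE RNA duplex with fluorescein-tagged Rev peptide | Read-out: % inhibition of FRET ratio versus controls | Probe or stimulus: Labelled Rev peptide | Incubation: 5 min RNA-compound premix plus 15 min binding step, 25 °C | Technique: FRET fluorescence readout | Benchmarks: DMSO low control, neomycin B high control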
# An asterisk follows results filed as active; i = inactive; · = no result given. The list is partial; the hit share may differ from the screen's.
Structure,S1P2 blocker,FAK inh,Rev-RRE block,S1P2 ag,EphB4 ephrin blk,PLK1 inh,PLAP activator,MT1-MMP txn act,PLK1 PBD inh
CCOC(=O)C1=C(N)OC(C)=C(C(=O)OCCOC)C12C(=O)Nc1ccccc12 (stereo unspecified),4,-1,1,-10,6,-6,1.3,1.1,-11
CCN1CCN(c2ncnc3ccc(Br)cc23)CC1,-4,2,1,-4,-2,1,1.6,1.2,3
Cc1ccccc1-c1nc(CS(=O)CC(=O)N2CCC3(CC2)OCCO3)c(C)o1 (stereo unspecified),-10,9,6,-4,6,-3,1.4,1.3,3
CCCCC/C(=N\O)c1c[nH]c2ccccc12,-2,13,-2,-9,2,-3,0.9,1.1,-8
Cc1[nH]c2c(Cl)cccc2c1CCN,0,1,1,-6,-6,1,0.7,1.3,8
Cc1cccc(C)c1NC(=O)c1cccn(Cc2ccc3c(c2)OC(F)(F)O3)c1=O,-1,1,15,-3,-2,-7,1.5,·,-10
CC1(C)CN=C(Nc2ccc(F)c(F)c2)S1,-19,0,2,-4,-9,2,0.7,1.1,7
C=CCN1C(=O)NC(=O)C(Cc2ccc(OC)c(OC)c2)C1=O (stereo unspecified),3,-2,6,-1,2,-5,1.5,1.2,-17
CC(C)CCC1(CN2CCCC2=O)C(=O)NC(=O)NC1=O,2,-2,2,-4,-2,-4,0.9,1.1,-21
Cc1ccc(Cl)cc1-n1c(O)c(C=NCCCN2CCOCC2)c(=O)[nH]c1=O,5,0,0,-1,-9,-8,1.2,1.1,4
CCC(=NCCCN(CC)CC)c1c(O)n(C2CCCCC2)c(=O)[nH]c1=O,-10,2,5,-3,-7,3,1.7,1,3
CCNc1ccc(P(=S)(N(C)C)N(C)C)cc1,12,9,2,-5,4,-6,0.8,1.3,17
CCC1(CC)C(=O)NC(=NCCc2c[nH]c3ccccc23)NC1=O,-9,-4,0,-9,-10,-11,1.1,1.2,-16
COc1ccccc1N1CCN(Cc2cccc(OC)c2O)CC1,17,-1,1,-4,2,-4,1.5,1,9
COC(=O)C1=C(N)Oc2c(c(=O)oc3ccccc23)C1c1cccnc1 (stereo unspecified),-4,-1,9,-6,1,7,0.9,1.1,-5
CCC12CN3CC(CC)(CN(C1)C3c1cccnc1)C2=O (stereo unspecified),-3,-4,-2,2,-7,-6,1,1,-1
O=c1c2cc(Cl)cc(Cl)c2nc(CN2CCOCC2)n1-c1ccccc1F,3,1,15,-4,0,-9,1.3,1.2,-34
Cc1ccnc(-n2c(C)cc(C=C3C(=O)N(C)C(=S)N(C)C3=O)c2C)c1,7,-4,52*,-6,-5,-8,1.2,·,12
O=c1c2ccccc2nc(CN2CCOCC2)n1-c1ccccc1F,-13,-3,3,-5,7,-12,1.3,1,24
CCOc1cc(C2NCc3ccccc3-n3cccc32)ccc1O (stereo unspecified),7,-3,-1,-4,0,-20,1.2,1.1,-3
CN1/C(=C\C=C\C2=[N+](C)c3ccc4ccccc4c3C2(C)C)C(C)(C)c2ccccc21,95*,-66,i,-5,-75,86*,0.6,·,-4
O=C1C2(c3ccccc3)CN3CN(C2)CC1(c1ccccc1)C3,0,3,5,-7,-6,-4,1.1,1,-6
O=C(c1ccc2nc3ccc(Cl)cc3c(=O)n2c1)N1CCC2(CC1)OCCO2,-12,1,-2,0,-2,-23,·,1.2,-1
S=C(c1ccc(Cl)cc1)N1CCOCC1,0,3,4,-6,1,-3,1.1,1.1,-16
Nc1c(C(=O)NCc2ccco2)c2nc3ccccc3nc2n1CCN1CCOCC1,-30,-2,15,5,4,-4,1.9,1.1,-16
COc1ccc(CCn2c(O)c(C=NCc3ccc4c(c3)OCO4)c(=O)[nH]c2=O)cc1OC,-8,7,9,-7,6,-10,1.2,1,-11
O=c1c2ccccc2nc(-c2ccccc2)n1-c1cccnc1,17,1,5,-4,9,-18,1.1,·,12
CC1CCCN(CC(=O)N2CCCc3ccccc32)C1 (stereo unspecified),-10,-1,-1,-1,-3,-6,·,1.1,-10
C=CCn1c(O)c(C(C)=Nc2ccc(NC(C)=O)cc2)c(=O)[nH]c1=O,5,3,7,-8,5,-1,1,1.1,-3
CCC(=Nc1ccc2c(c1)CCC2)c1c(O)n(C2CCCCC2)c(=O)[nH]c1=O,6,-3,15,-14,6,-11,0.8,1.2,-24

# An excerpt of these results, with two lines to a compound:
# Results follow in this order: S1P2 blocker	FAK inh	Rev-RRE block	S1P2 ag	EphB4 ephrin blk	PLK1 inh	PLAP activator	MT1-MMP txn act	PLK1 PBD inh
COC(=O)C1=C(N)Oc2c(c(=O)oc3ccccc23)C1c1cccnc1 (stereo unspecified)
    -4	-1	9	-6	1	7	0.9	1.1	-5
CCC12CN3CC(CC)(CN(C1)C3c1cccnc1)C2=O (stereo unspecified)
    -3	-4	-2	2	-7	-6	1	1	-1
O=c1c2cc(Cl)cc(Cl)c2nc(CN2CCOCC2)n1-c1ccccc1F
    3	1	15	-4	0	-9	1.3	1.2	-34
Cc1ccnc(-n2c(C)cc(C=C3C(=O)N(C)C(=S)N(C)C3=O)c2C)c1
    7	-4	52*	-6	-5	-8	1.2	·	12
O=c1c2ccccc2nc(CN2CCOCC2)n1-c1ccccc1F
    -13	-3	3	-5	7	-12	1.3	1	24
CCOc1cc(C2NCc3ccccc3-n3cccc32)ccc1O (stereo unspecified)
    7	-3	-1	-4	0	-20	1.2	1.1	-3
CN1/C(=C\C=C\C2=[N+](C)c3ccc4ccccc4c3C2(C)C)C(C)(C)c2ccccc21
    95*	-66	i	-5	-75	86*	0.6	·	-4
O=C1C2(c3ccccc3)CN3CN(C2)CC1(c1ccccc1)C3
    0	3	5	-7	-6	-4	1.1	1	-6
O=C(c1ccc2nc3ccc(Cl)cc3c(=O)n2c1)N1CCC2(CC1)OCCO2
    -12	1	-2	0	-2	-23	·	1.2	-1
S=C(c1ccc(Cl)cc1)N1CCOCC1
    0	3	4	-6	1	-3	1.1	1.1	-16
Nc1c(C(=O)NCc2ccco2)c2nc3ccccc3nc2n1CCN1CCOCC1
    -30	-2	15	5	4	-4	1.9	1.1	-16
COc1ccc(CCn2c(O)c(C=NCc3ccc4c(c3)OCO4)c(=O)[nH]c2=O)cc1OC
    -8	7	9	-7	6	-10	1.2	1	-11
O=c1c2ccccc2nc(-c2ccccc2)n1-c1cccnc1
    17	1	5	-4	9	-18	1.1	·	12
CC1CCCN(CC(=O)N2CCCc3ccccc32)C1 (stereo unspecified)
    -10	-1	-1	-1	-3	-6	·	1.1	-10
C=CCn1c(O)c(C(C)=Nc2ccc(NC(C)=O)cc2)c(=O)[nH]c1=O
    5	3	7	-8	5	-1	1	1.1	-3
CCC(=Nc1ccc2c(c1)CCC2)c1c(O)n(C2CCCCC2)c(=O)[nH]c1=O
    6	-3	15	-14	6	-11	0.8	1.2	-24

# (listing goes on)
Structure,S1P2 blocker,FAK inh,Rev-RRE block,S1P2 ag,EphB4 ephrin blk,PLK1 inh,PLAP activator,MT1-MMP txn act,PLK1 PBD inh
O=c1c2ccccc2nc(-c2ccc(-c3ccccc3)cc2)n1-c1ccncc1,-18,1,6,-2,9,-2,1,·,9
O=C(Nc1ccc(Cl)cc1)O/N=C(\c1ccccc1)c1ccccn1,-1,0,0,-9,-2,-17,1.1,·,-7
CC(=O)OC1(Cc2ccccc2)CN2CCC1c1ccccc12 (stereo unspecified),6,0,4,-1,9,-1,1.5,1.2,-21
CC(=O)OC1N=C(c2ccccc2)c2cc(Br)ccc2NC1=O (stereo unspecified),12,1,3,-3,4,-3,1.2,1.1,-4
O=C1c2ccccc2C(=O)N1Cc1nc2ccccc2c(=O)n1-c1ccccn1,8,-2,5,-3,2,-5,1,1.4,0
NC(=O)C1(N2CCCCC2)CCN(Cc2ccccc2)CC1,19,0,4,-2,1,-13,1,1.2,12
O=C(c1ccccc1F)c1cn(Cc2ccccc2)c2ccccc12,-6,2,8,-3,0,-9,0.9,·,-16
C[N+]12CCC(CC1)C(C#N)(N1CCOCC1)C2 (stereo unspecified),13,-2,6,-6,-3,-7,1.1,1.1,14
O=C(C1CCN(S(=O)(=O)c2ccccc2)CC1)N1CCC2(CC1)OCCO2,-37,1,1,0,-5,-3,1.4,·,20
CCC(=NCCCn1ccnc1)c1c(O)n(Cc2ccccc2)c(=O)[nH]c1=O,-10,-1,5,-4,-1,-8,2.1*,1.1,-4
O=[N+]([O-])c1ccc(N2CCNCC2)cc1NCC1CCCO1 (stereo unspecified),-13,-3,-3,-5,-5,-7,0.9,·,47*
COc1ccc(C(=O)CN2CCOCC2)cc1F,-4,13,3,1,1,-11,1,1.1,6
CCOC(=O)c1[nH]c(C)c(C(=O)N2CCC3(CC2)OCCO3)c1C,15,-2,5,-4,3,-9,1.2,1.2,-7
O=P(C(=Nc1ccc(Cl)cc1)N1CCOCC1)(N1CCOCC1)N1CCOCC1,-14,-1,3,-5,-2,-11,·,1.1,-5
C=CCn1c(O)c(C(CC)=NCCc2ccccc2)c(=O)[nH]c1=O,-6,3,5,-3,-3,-12,0.8,1.1,-2
O=C(CNC(=O)c1ccccc1)Nc1ccc(Br)cc1C(=O)c1ccccc1,-7,2,7,-6,1,-6,0.8,·,2
O=C(c1cc2c(s1)CCCCCC2)N1CCC2(CC1)OCCO2,-5,2,4,-2,0,-10,1.6,1.3,-17
CCCCCCN=C(C)c1c(O)n(CCCC)c(=O)[nH]c1=O,-17,3,0,-6,6,-2,1,1.1,-4
O=[N+]([O-])c1ccc(C2C3C(c4ccccc4)=NC4(CCCCC4)N32)cc1 (stereo unspecified),-12,9,2,-2,5,-6,0.9,·,-1
CCN(CC)CCOC(=O)c1cc2cc(COC)ccc2o1,4,4,5,-7,-1,-5,0.9,1.3,7
CC(C)CCC1(CCc2ccncc2)C(=O)NC(=O)NC1=O,1,1,4,-1,0,-3,·,1.1,6
CC(=NCCCN1CCCCC1)c1c(O)n(Cc2ccccc2)c(=O)[nH]c1=O,23,-2,14,-6,0,-10,1.5,1.1,24
COc1ccc(N=C(C)c2c(O)n(C3CCCCC3)c(=O)[nH]c2=O)c(OC)c1,-10,5,13,-4,1,-4,1.1,1,-32
CC(=O)C1C2c3ccccc3OC1(C)N=c1s/c(=C/c3cnn(C)c3)c(=O)n12 (stereo unspecified),3,0,3,-7,-1,0,1.4,1.2,-4
Oc1cc2c(cc1CN1CCN(c3ccccc3)CC1)CCC2,2,5,6,-6,-1,-1,·,1.2,21
N=Cc1c(O)n(-c2cccc(Cl)c2)c(=O)[nH]c1=O,-19,5,12,-5,3,9,1,1.1,13
CCC(=NCCO)c1c(O)n(-c2ccc(Cl)cc2)c(=O)[nH]c1=O,5,-2,5,-9,-3,-5,1.2,1,-5
Cc1ccc(N2C(=O)NC(=O)/C(=C/c3ccc(OC(=O)c4cccs4)cc3)C2=O)cc1,1,-1,16,-4,-2,-11,1,·,1
O=C(CN1C(=O)CN=C(c2ccccc2)c2ccccc21)NCc1ccco1,-9,-1,4,2,2,-13,1,1.1,1
Nc1ccc(S(=O)(=O)N2CC3CC(C2)c2cccc(=O)n2C3)cc1 (stereo unspecified),23,6,12,0,4,-14,0.9,1.1,11
CCN(CC)CCCN=Cc1c(O)n(CCc2ccc(OC)c(OC)c2)c(=O)[nH]c1=O,-2,-3,3,0,-5,-2,1.1,1.2,13
COC(=O)c1c(C)n(Cc2ccco2)c2ccc(O)cc12,-23,5,2,-2,1,-9,1,1,-16
